DDE Tn7 FP inh: disrupts Tn7 cyclic peptide binding to fibrin D-Dimer-E complex; FP displacement of FITC-Tn7 peptide from fibrin DD(E); 0% = median of compound wells per plate; inhibition, % at 8.3 µM; 0.13% of 370,000 active; P02675;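 active means inhibition above the mean of compounds falling within the control limits plus 3 SD of them, cut at about 14% in these data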;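 further: 0% = plate median of compound wells and 100% = 10 µM Aha-Tn7 peptide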
Target sequence (P02675 whole entry, looked up): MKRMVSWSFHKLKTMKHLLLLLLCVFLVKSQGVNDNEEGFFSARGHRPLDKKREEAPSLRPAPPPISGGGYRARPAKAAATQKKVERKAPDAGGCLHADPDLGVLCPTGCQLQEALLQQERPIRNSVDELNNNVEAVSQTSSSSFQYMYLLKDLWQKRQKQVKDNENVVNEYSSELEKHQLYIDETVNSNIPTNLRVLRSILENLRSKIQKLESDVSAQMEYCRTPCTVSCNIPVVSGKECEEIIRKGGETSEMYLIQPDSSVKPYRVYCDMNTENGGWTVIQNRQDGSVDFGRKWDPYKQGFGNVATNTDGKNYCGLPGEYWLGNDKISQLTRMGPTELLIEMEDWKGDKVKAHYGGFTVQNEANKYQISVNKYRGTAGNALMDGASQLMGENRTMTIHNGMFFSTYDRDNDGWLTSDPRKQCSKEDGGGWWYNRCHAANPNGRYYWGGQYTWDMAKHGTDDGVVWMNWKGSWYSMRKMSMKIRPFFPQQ
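Assay system: human fibrin DD(E). Input: DD(E) 2 µM final. Medium: Tris buffer with calcium and detergent, pH 7.8. Compound dosing: single point at 8.3 µM. Timing: 10 min plus 3 h, room temperature. Technique: fluorescence polarization of the labelled Tn7 tracer. Read-out: percent inhibition. Replicates: singlicate testing.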
DDE Tn6 FP inh: disrupts Tn6 cyclic peptide binding to fibrin D-Dimer-E complex | 0.21% of 370,000 active | inhibition, % at 8.3 µM | P02675 | Fibrin DD(E) TRITC-Tn6 fluorescence polarization displacement;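 active means inhibition above a per-campaign cutoff: mean of compounds within control limits plus 3 SD, cut at about 15% in these data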;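 further: 0% = median of all compound wells on the plate and 100% = blocking peptide control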
ARFGAP1 inh: inhibitors of rat ARFGAP1 | AID 651572 | 0.26% of 360,000 active | Arfgap1-stimulated ARF1 GTP hydrolysis, GDP FP detection | Q62848 | inhibition, % at 16.5 µM;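 active means inhibition above a per-plate limit, mean inhibition of low control wells plus 3 SD, cut at about 25% in these data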;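 further: 0% = DMSO wells with enzyme and 100% = wells lacking Arfgap1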
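System: truncated rat Arfgap1 GAP domain / Medium: HEPES-based buffer, pH 7.5 / Also added: N-terminally truncated human ARF1-GTP substrate / Incubation: enzyme reaction 120 min at 25 °C after 20 min preincubation / Measured by: FP of antibody-bound GDP Alexa 633 tracer, ex 620/em 688 nm / Replicates: singlicate, each compound tested once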
PLC-beta3 inh: PLC-beta3 (human) inhibition, primary screen | Purified PLC-beta3, fluorogenic substrate, fluorescence | Q01970 | AID 720704 | 0.18% of 370,000 active | inhibition, % at 12.2 µM; in the data active means inhibition above about 11%;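 further: 0% = median of compound wells on plate and 100% = full blocker control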
TDP2 absorb: TDP2 (human) inhibition, absorbance primary screen | O95551 | recombinant TDP2, T5PNP hydrolysis, p-nitrophenol absorbance 415 nm | inhibition, % at 12.8 µM | 0.34% of 370,000 active;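 active means inhibition above the mean of all tested compounds plus 3 SD, set per campaign, cut at about 25% in these data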;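 further: 0% = DMSO with enzyme and 100% = buffer with substrate but no TDP2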
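System: recombinant human TDP2 / Amount: 120 nM TDP2 per well / Also added: 5 mM T5PNP chromogenic substrate / Doses: 12.8 µM single point, 1% DMSO / Incubation: 2 h at 37 °C / Detection: p-Nitrophenol epi absorbance / Evaluation: % inhibition relative to enzyme-containing and enzyme-free wells / Repeats: singlicate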
ADAM10 inh: ADAM10 inhibition, QFRET primary screen; 0.62% of 370,000 active; AID 720582; O14672; recombinant ADAM10, EDANS/DABCYL FRET peptide cleavage, 3 h; inhibition, % at 7 µM;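 active means inhibition above a per-campaign cutoff equal to the mean of compounds falling between control-based bounds plus 3 SD, cut at about 20% in these data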;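 further: 0% = DMSO wells while the 100% control is not disclosed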
Target sequence (O14672 214-748 limits assumed): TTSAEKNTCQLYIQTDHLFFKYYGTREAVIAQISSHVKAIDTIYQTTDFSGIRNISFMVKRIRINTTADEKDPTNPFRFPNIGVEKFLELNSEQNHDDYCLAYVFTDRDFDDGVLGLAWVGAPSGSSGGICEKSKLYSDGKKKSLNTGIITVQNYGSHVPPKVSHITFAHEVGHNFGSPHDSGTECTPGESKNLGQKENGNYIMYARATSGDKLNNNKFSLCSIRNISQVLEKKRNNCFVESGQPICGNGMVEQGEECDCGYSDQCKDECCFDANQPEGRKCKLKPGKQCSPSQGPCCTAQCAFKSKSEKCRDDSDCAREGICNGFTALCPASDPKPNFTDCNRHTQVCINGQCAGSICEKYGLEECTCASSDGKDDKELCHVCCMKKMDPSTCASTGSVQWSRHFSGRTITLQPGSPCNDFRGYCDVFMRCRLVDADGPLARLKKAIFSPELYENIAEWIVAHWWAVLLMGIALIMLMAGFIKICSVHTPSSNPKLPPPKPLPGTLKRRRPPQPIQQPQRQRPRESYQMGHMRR
ASAP1 inh: inhibitors of human ASAP1 ArfGAP activity; inhibition, % at 16.5 µM; 0.19% of 360,000 active; Q9ULH1; ASAP1-stimulated ARF1 GTP hydrolysis, GDP FP detection; in the data active means inhibition above about 25%;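 further: 0% = vehicle with enzyme and substrate and 100% = no enzyme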
PLC-gamma1 inh: PLC-gamma1 (human) inhibition, primary screen; P19174; purified PLC-gamma1, fluorogenic substrate, fluorescence; inhibition, % at 12.2 µM; 0.84% of 370,000 active; in the data active means inhibition above about 9.5%
ADAM17 inh: inhibitors of human ADAM17; P78536; recombinant ADAM17, EDANS/DABCYL FRET peptide cleavage; inhibition, % at 6.95 µM; 0.83% of 370,000 active;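 active means inhibition above the mean of compounds lying between control limits plus 3 SD, set per campaign, cut at about 8.5% in these data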;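 further: 0% = DMSO-only wells as the low control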
SIAE inh: blocks human sialic acid acetylesterase; Q9HAT2; SIAE FP-Rh probe binding, fluorescence polarization; inhibition, % at 9.66 µM; 0.69% of 370,000 active; AID 1053197;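 active means inhibition above a cutoff: mean of compounds within the control limits plus 3 SD of those, cut at about 17% in these data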;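 further: 0% = plate median of compound wells and 100% = probe without SIAE protein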
An asterisk follows results filed as active; i = inactive.

Letter code – A = DDE Tn7 FP inh; B = DDE Tn6 FP inh; C = ARFGAP1 inh; D = PLC-beta3 inh; E = TDP2 absorb; F = ADAM10 inh; G = ASAP1 inh; H = PLC-gamma1 inh; I = ADAM17 inh; J = SIAE inh
#1 COC(=O)C(NS(=O)(=O)c1ccccc1Br)C(C)C (stereo not given)
  A = -4; B = -4; C = 5; D = 1; E = -4; F = 2; G = 2; H = 4; I = 1; J = -3

#2 O=C(NCc1nnc(SCC(=O)N2CCCc3ccccc32)o1)c1ccccc1F
  A = 4; B = 1; C = -8; D = 1; E = 8; F = -1; G = 7; H = 0; I = 0; J = 2

#3 Cc1ccc(Cl)c2sc(NC(=O)C3CC3)nc12
  A = 0; B = 2; C = -5; D = -3; E = -2; F = -16; G = 13; H = 2; I = -1; J = 0

#4 Cc1cccc(C(=O)OCC(=O)c2ccc3c(c2)OCO3)c1O
  A = 1; B = 0; C = -11; D = -7; E = 11; F = -6; G = 16; H = -4; I = 1; J = -5

#5 CCn1c(SCC(=O)c2ccc(OC)cc2)nnc1C(C)NC(=O)c1ccc(OC)cc1 (stereo not given)
  A = 0; B = -2; C = 11; D = 2; E = 1; F = 8; G = -1; H = 7; I = -3; J = 3

#6 CC(O)C(NS(=O)(=O)c1ccc(Cl)cc1)C(=O)OCC(=O)Nc1cccnc1Cl (stereo not given)
  A = -4; B = 3; C = -11; D = 0; E = 2; F = -2; G = -6; H = 3; I = -3; J = 1

#7 CCN1C(=O)C(=O)N(CC(=O)N(C)CC(=O)Nc2ccccc2C(F)(F)F)C1=O
  A = -3; B = 5; C = 3; D = -7; E = 5; F = -17; G = -3; H = -2; I = -2; J = -1

#8 CC(=O)/C(N=Nc1ccc(-n2ccc(C(F)(F)F)n2)cc1)=C(\C)O
  A = -6; B = -1; C = 9; D = -4; E = -6; F = 8; G = -15; H = 2; I = 1; J = -2

#9 O=C(CCn1nnc(-c2cccs2)n1)NC1CCCCC1
  A = -4; B = 8; C = -4; D = 5; E = -11; F = -3; G = 15; H = 4; I = 3; J = 2

#10 C=CCn1c(COc2ccc(F)cc2)nnc1SC(C)C(=O)NCC1CCCO1 (stereo not given)
  A = -2; B = -1; C = 12; D = -5; E = 4; F = -6; G = -4; H = 0; I = -3; J = -5

#11 COCCNC(=O)C(C#N)c1nc2ccccc2nc1N1CCCCCC1 (stereo not given)
  A = -3; B = -2; C = -22; D = -472; E = 3; F = i; G = -6; H = -392; I = -317; J = 5

#12 COc1ccc(-c2ccncc2)cc1OC
  A = -5; B = -7; C = -4; D = -11; E = -4; F = -1; G = 1; H = -6; I = 4; J = 1

#13 N#Cc1cnn(-c2ccc(F)cc2)c1N
  A = 2; B = -12; C = -1; D = -13; E = 7; F = -10; G = 3; H = -3; I = -6; J = 3

#14 Cn1ccc2c(-c3ccc4c(c3)OCCO4)cc3c(c21)C1CCC3O1 (stereo not given)
  A = 2; B = -3; C = -1; D = -24; E = 12; F = -306; G = -2; H = -21; I = -99; J = 4

#15 C=CCN1c2ccccc2[C@]23C[C@@H](C(=O)OC)N(C(=O)C4CCC4)C2=NC(C(=O)OC)=C(C(=O)OC)[C@H]13
  A = 4; B = 3; C = 1; D = 1; E = -4; F = -9; G = -2; H = -1; I = -4; J = 5

#16 COc1ccc(-c2nc(NC(=O)CSCCO)sc2C)cc1
  A = -5; B = 1; C = 14; D = 0; E = -4; F = 3; G = 4; H = 4; I = -4; J = -2

#17 O=C(O)C1CC(=O)N(Cc2ccccc2)C1 (stereo not given)
  A = 1; B = 4; C = 1; D = 3; E = 5; F = 10; G = 0; H = 0; I = 2; J = -1

#18 CN(C)Cc1c(C(=O)N/N=C/c2ccoc2)nnn1-c1nonc1N
  A = -3; B = -1; C = 8; D = -1; E = 2; F = 7; G = -6; H = 2; I = 1; J = 3

#19 COC(=O)c1ccccc1NS(=O)(=O)c1cn(C)c(=O)n(C)c1=O
  A = 4; B = -2; C = 10; D = 0; E = 5; F = -11; G = -3; H = -1; I = -4; J = 1

#20 COc1cccc(-c2nc(NCCN3CCOCC3)c3ccccc3n2)c1O
  A = 1; B = 3; C = 15; D = 5; E = -5; F = 8; G = 2; H = 8; I = 5; J = -3

#21 COC(=O)c1cc(NC(=O)CC2CCCC2)cc(C(=O)OC)c1
  A = -7; B = 2; C = 8; D = -5; E = -10; F = 0; G = -2; H = 1; I = 0; J = 0

#22 COc1ccc(S(=O)(=O)N2CCC3(CC2)OCCN3S(=O)(=O)c2cccs2)cc1OC
  A = 5; B = 5; C = 18; D = -11; E = -6; F = -1; G = 12; H = 6; I = 0; J = 0

#23 CSc1nsc(SCc2ccc(Cl)cc2)n1
  A = 4; B = 0; C = 8; D = 1; E = -11; F = 0; G = 12; H = 5; I = 1; J = -2

#24 C=CCNC(=O)c1c(Br)cnn1-c1ccc(C)cc1
  A = 3; B = 8; C = -1; D = 2; E = 6; F = -4; G = 3; H = -1; I = -1; J = -3

#25 COc1ccc(COC(=O)NC2CCN(S(=O)(=O)c3ccc(OC)cc3)CC2)cc1
  A = -2; B = 0; C = -16; D = 1; E = 7; F = -6; G = 6; H = 0; I = 1; J = -3

#26 COc1ccc2[nH]c(=O)c(CN(C(=O)c3ccccn3)C3CCCCC3)cc2c1
  A = 9; B = 4; C = 1; D = -27; E = -6; F = -155; G = -11; H = -19; I = -55; J = 5

#27 Cc1cc(C)nc(N2CCCC(C(=O)NC(C)CCc3ccco3)C2)n1 (stereo not given)
  A = 4; B = 1; C = 1; D = -12; E = 5; F = -31; G = 7; H = -7; I = -12; J = -3

#28 Cc1ccc(CNC(=O)[C@H]2C[C@@H]2[C@H](NP(=O)(c2ccccc2)c2ccccc2)c2ccccc2)o1
  A = 8; B = -2; C = -7; D = -346; E = -2; F = -7; G = -5; H = 0; I = -3; J = 7

#29 N#Cc1nc(COc2ccccc2)oc1N1CCOCC1
  A = -6; B = -4; C = 7; D = 1; E = 7; F = 4; G = 3; H = 2; I = -3; J = -2

#30 COc1cc(C(=O)OCC(=O)Nc2ccccc2)cc2c1OCCO2
  A = 3; B = 4; C = 19; D = -10; E = 5; F = -5; G = -8; H = -1; I = 1; J = -4

#31 CC(=O)c1cccc(NC(=S)NC(=O)c2ccc(Br)cc2)c1
  A = 8; B = 4; C = -1; D = -1; E = -9; F = -5; G = 5; H = 1; I = -2; J = -3

#32 Cc1ccc(NC(=O)CSc2ccc(Br)cc2)cc1S(=O)(=O)N1CCOCC1
  A = 0; B = 12; C = -14; D = -3; E = 5; F = 15; G = 0; H = 0; I = 5; J = -28

#33 COc1cc(/C=C(\C#N)c2ccccn2)ccc1OCc1ccccc1
  A = -10; B = -1; C = 1; D = -16; E = -18; F = 0; G = 14; H = -9; I = 9.4*; J = -1

#34 O=C(Cn1c2ccc(F)cc2c2nc3n(c(=O)c21)CCS3)NCC1CCCO1 (stereo not given)
  A = 2; B = 2; C = 7; D = -18; E = 11; F = -272; G = -7; H = -12; I = -98; J = 12

#35 O=C(CN1CCCC1)N1CCN(c2ccccc2)CC1
  A = -5; B = -5; C = -11; D = 5; E = 6; F = -7; G = -9; H = 1; I = -1; J = 13

#36 C/C(CC(=O)Nc1cccc2c1CCCC2)=N\NC(=O)Cc1ccccc1
  A = 5; B = 4; C = -4; D = -7; E = 6; F = 2; G = -4; H = 0; I = 1; J = 1

#37 CN(C)/C=C1\C(=O)NN=C1C(F)(F)F
  A = -2; B = 7; C = 1; D = 2; E = -7; F = 6; G = 7; H = 1; I = 2; J = 7

#38 CCOC(=O)[C@@H]1[C@H]2COc3ccc(Br)cc3[C@@H]2N2C(=O)N(c3ccc(OC)cc3)C(=O)[C@@]12C
  A = 4; B = -2; C = 3; D = 3; E = 7; F = 9; G = -2; H = 4; I = 0; J = 5

#39 OC[C@H]1O[C@@H](c2nc(-c3cccc4ccccc34)no2)[C@H](O)[C@@H]1O
  A = 1; B = 10; C = 2; D = 0; E = 0; F = -27; G = 1; H = 0; I = -6; J = -5

#40 CN1CCN(C(=O)C2=C[C@@H](C3CCCCC3)C[C@@H](OCc3ccc(CO)cc3)O2)CC1
  A = -2; B = 4; C = -12; D = -1; E = 9; F = -9; G = -2; H = 2; I = -3; J = -2

#41 Cc1ccc(NC(=O)CCN2C(=O)c3ccccc3S2(=O)=O)cc1F
  A = 3; B = 10; C = -5; D = -10; E = 1; F = -4; G = -4; H = 6; I = -4; J = -3

#42 O=C(O)c1ccc(CCCc2ccccc2)cc1
  A = 2; B = -4; C = 0; D = 3; E = -6; F = -6; G = 1; H = 1; I = -1; J = -10

#43 CC1CCCCN1C(=O)Nc1cccc(C(F)(F)F)c1 (stereo not given)
  A = -1; B = 13; C = -3; D = 0; E = 0; F = -4; G = -2; H = 3; I = 1; J = 3

#44 CCCCCc1ccc(-c2cn(CCc3c[nH]c4ccccc34)nn2)cc1
  A = 7; B = -4; C = 4; D = -1; E = 0; F = 2; G = 1; H = 3; I = -1; J = 6

#45 O=C(NC1CCCCCCC1)c1c(Cl)cccc1Cl
  A = 3; B = -7; C = 3; D = -3; E = -1; F = -4; G = 0; H = -2; I = -3; J = 3

#46 COc1cccc(Nc2nc(-c3ccc4c(c3)OCCO4)cs2)c1
  A = 4; B = 0; C = 6; D = -50; E = 6; F = 9; G = -6; H = -38; I = 0; J = 9

Part of the list above in order of SMILES length, lowest first.
Letter code – A = DDE Tn7 FP inh; B = DDE Tn6 FP inh; C = ARFGAP1 inh; D = PLC-beta3 inh; E = TDP2 absorb; F = ADAM10 inh; G = ASAP1 inh; H = PLC-gamma1 inh; I = ADAM17 inh; J = SIAE inh
#35 O=C(CN1CCCC1)N1CCN(c2ccccc2)CC1
  A = -5; B = -5; C = -11; D = 5; E = 6; F = -7; G = -9; H = 1; I = -1; J = 13

#34 O=C(Cn1c2ccc(F)cc2c2nc3n(c(=O)c21)CCS3)NCC1CCCO1 (stereo not given)
  A = 2; B = 2; C = 7; D = -18; E = 11; F = -272; G = -7; H = -12; I = -98; J = 12

#40 CN1CCN(C(=O)C2=C[C@@H](C3CCCCC3)C[C@@H](OCc3ccc(CO)cc3)O2)CC1
  A = -2; B = 4; C = -12; D = -1; E = 9; F = -9; G = -2; H = 2; I = -3; J = -2
